MgcRacGAP inhibition: MgcRacGAP GTPase-activating activity inhibitors, confirmation, biochemical, ADP Hunter fluorescence; MgcRacGAP-stimulated Rac1 GTP hydrolysis, ADP Hunter fluorescence; higher % means a stronger effect; GST-tagged Rac1 F28L mutant substrate; inhibition, % at 30 µM, or IC50 in µM where a hit was titrated; 340,000 compounds, 0.6% hits;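 active means first-screen hits whose inhibition reached a set limit at any dose in the follow-up dose series; inconclusive means inhibition above the set first-screen limit but never retested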;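 further: fluorescence reports GDP produced by GAP-driven GTP hydrolysis; strong numbers were not always called active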
Yfh1-depleted yeast: enhancers of respiration in Yfh1-depleted yeast, dose response, Friedreich's ataxia, plus single-dose screen (AID 1465); S. cerevisiae Yfh1-off respiration, WST-1 reduction, 72 h; higher fold induction means a stronger effect; one-dose fold induction at 50 µM; EC50 in µM for titrated hits; 220,000 compounds, 0.074% hits;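 active means fold induction of absorbance versus untreated yeast above a set limit, then at least 30% activation at any dose in follow-up; inconclusive means repeats straddling the limit, or above it without dose testing; inactive means fold induction below the set limit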;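 further: activators that raise dye reduction in frataxin-depleted yeast; strong numbers were not always called active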
NTR1 ag: agonists of NTR1, primary screen, imaging, U2OS cells, beta-arrestin-GFP, high content (AID 493036); NTR1-U2OS beta-arrestin-GFP spot imaging, agonist mode; activation, % at 20 µM; 330,000 compounds, 0.17% hits; Neurotensin receptor type 1 (Homo sapiens), P30989;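 active means activation at or above 40% of the spot to cytoplasm intensity ratio, with at least 20 cells analyzed; inconclusive means wells under 20 cells, flagged as cytotoxic or low count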;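 further: 0% = DMSO without peptide and 100% = 100 nM NTR1 peptide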
Target sequence (P30989 whole entry, looked up): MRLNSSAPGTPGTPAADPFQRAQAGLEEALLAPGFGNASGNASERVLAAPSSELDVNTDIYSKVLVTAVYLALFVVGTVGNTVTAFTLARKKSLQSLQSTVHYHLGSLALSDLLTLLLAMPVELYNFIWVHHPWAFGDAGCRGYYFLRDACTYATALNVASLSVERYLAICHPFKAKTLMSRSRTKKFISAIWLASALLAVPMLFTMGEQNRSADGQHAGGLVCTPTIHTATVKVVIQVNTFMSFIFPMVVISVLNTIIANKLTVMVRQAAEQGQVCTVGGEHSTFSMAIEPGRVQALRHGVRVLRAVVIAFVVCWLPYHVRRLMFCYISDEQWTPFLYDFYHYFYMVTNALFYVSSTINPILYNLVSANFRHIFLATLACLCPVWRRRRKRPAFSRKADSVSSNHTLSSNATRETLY
AID2073: inhibitors of Mint1-CaV2.2 protein interaction, biochemical, HTRF (AID 2073) | Voltage-dependent N-type calcium channel subunit alpha-1B (Homo sapiens) | HTRF protein-protein interaction, Mint1-CaV2.2; higher % means a stronger effect | inhibition, % at 20 µM, or IC50 in µM where a hit was titrated | 290,000 compounds, 0.19% hits; in the data active means inhibition mostly above about 51%, no sharp cut-off; inconclusive means no clear call, values can overlap the other calls; inactive means mostly below about 53%; further: some results filed as inactive read as strong as hits
NS5 inhibitors: Dengue-2 NS5 methyltransferase inhibitors, primary screen, biochemical, confirmation dose response (AID 588689) | 340,000 compounds, 0.3% hits | inhibition, % at 25 µM; hits with a dose series show IC50 in µM | Genome polyprotein (Dengue virus type 2 (strain 16681-PDK53)) | Dengue-2 NS5 methyltransferase capping enzyme assay, biochemical; higher % means a stronger effect; in the data active means a potency from the dose series; inconclusive means inhibition above about 29% without an active follow-up result
GPR55 LPI antagonism: GPR55 antagonists blocking LPI-driven arrestin recruitment, primary screen, imaging, U2OS, beta-arrestin-GFP, LPI agonist (AID 2013); U2OS GPR55 beta-arrestin-GFP translocation imaging, LPI antagonism; higher % means a stronger effect; 290,000 compounds, 0.13% hits; inhibition, % at 10 µM; hits with a dose series show IC50 in µM; G-protein coupled receptor 55 (Homo sapiens);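 active means spots per cell inhibited over 60%, with over 100 cells counted and total cytoplasm intensity under 500,000; inconclusive means wells with under 100 cells, flagged as likely toxic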;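 further: U2OS cells stably carrying GPR55 and arrestin-GFP stimulated by 5 µM LPI near EC80; imaged beta-arrestin-GFP aggregate spots per cell after agonist stimulation; plate controls were LPI-stimulated DMSO wells for no effect and DMSO wells without LPI for full effect; some results filed as inactive read as strong as hits; confirmed hits need IC50 under 10 µM and bright autofluorescent wells are also inconclusive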
Large T inhibition: SV40 large T antigen inhibitors, biochemical (AID 1903). SV40 large T antigen ATPase/helicase inhibition assay; higher % means a stronger effect. inhibition, % at 20 µM; hits with a dose series show IC50 in µM. 310,000 compounds, 0.39% hits; in the data active means a potency from the dose series; inconclusive means inhibition mostly from about 32% at the one dose, without a potency; inactive means the rest, 99 in 100 with inhibition below about 32%; further: strong numbers were not always called active
GPR55 activation: GPR55 agonists via beta-arrestin recruitment, primary screen, imaging, U2OS cells, beta-arrestin-GFP redistribution (AID 1961); G-protein coupled receptor 55 (Homo sapiens); U2OS GPR55 beta-arrestin-GFP redistribution imaging; higher % means a stronger effect; activation, % at 10 µM, or EC50 in µM where a hit was titrated; 290,000 compounds, 0.048% hits;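 active means activation above 40% with more than 50 cells counted in the well; inconclusive means wells holding fewer than 50 cells, flagged as toxic or sparse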;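 further: U2OS osteosarcoma cells stably expressing GPR55 and beta-arrestin-GFP; plate controls were DMSO negative control for no effect and LPI positive control for full effect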
GPR35 antagonists: GPR35 antagonists blocking zaprinast-driven arrestin recruitment, primary screen, imaging, U2OS, beta-arrestin-GFP, zaprinast agonist (AID 2058) | inhibition, % at 10 µM; hits with a dose series show IC50 in µM | G-protein coupled receptor 35 (Homo sapiens) | 290,000 compounds, 0.052% hits | U2OS GPR35 beta-arrestin-GFP translocation imaging, zaprinast antagonism; higher % means a stronger effect;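 active means inhibition of at least 50% with at least 30 cells and total cytoplasm GFP at most 10,000,000; inconclusive means under 30 cells or total GFP of 10,000,000 plus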
NTR1 ag cell count 20 µM: further read-out of NTR1 ag, marked with its call; cell count; measured here: cell count, cytotoxicity flag
NS5 inhibitors pilot replicate: also measured in NS5 inhibitors; calls as there; inhibition, %; measured here: pilot screen replicate inhibition
* hit, by the source's call; i = inactive; ? = inconclusive; . = no result given. Rows were taken by chance; about 1.7% have a hit in one of these screens.

SMILES	MgcRacGAP inhibition	Yfh1-depleted yeast	NTR1 ag	NTR1 ag cell count 20 µM	AID2073	NS5 inhibitors	GPR55 LPI antagonism	Large T inhibition	GPR55 activation	GPR35 antagonists	others
Cc1cccc(NS(=O)(=O)c2ccc(C(=O)N3CC(C)OC(C)C3)cc2)c1C (stereo unspecified)	5.8%	.	1.5	59	.	-7.2%	.	2.2%	.	.
CCN(c1ccccc1)S(=O)(=O)c1cccc(C(=O)NCc2ccccn2)c1	3.3%	.	0.6	74	.	4.3%	.	12.9%	.	.
O=C(CSc1nc2[nH]ncc2c(=O)n1-c1ccccc1)NCCc1ccccc1	6.4%	i	-0.6	31	-9.5%	-11.9%	13.2%	5.8%	0.3%	25.3%
Cc1nn(C)cc1CN1CCCC(C(=O)c2ccc(-c3ccccc3)cc2)C1 (stereo unspecified)	17.2%	i	1.0	62	-2.4%	0.0%	16.2%	6.2%	0.0%	17.5%
CC1CCN(C2=NC(=O)/C(=C/c3cn(-c4ccccc4)nc3-c3cccc(S(=O)(=O)N(C)C)c3)S2)CC1	15.5%	i	1.2	30	23.2%	-0.6%	0.9%	4.4%	-0.1%	7.0%
Cc1onc(-c2ccccc2)c1C(=O)Nc1nnc(C(C)C)s1	4.2%	.	2.0	54	6.1%	3.9%	15.3%	3.7%	-0.1%	-10.8%
Cc1nn2c(c1-c1ccc(Cl)cc1)N=C(c1ccco1)CC2c1ccccc1 (stereo unspecified)	1.0%	i	11.5	63	32.1%	-3.4%	7.2%	8.1%	-0.2%	0.5%
C[C@H]1CN(C2CCCCC2)C(=O)[C@@H]1CC(=O)NCc1ccccc1	6.6%	.	-2.7	59	6.3%	-4.5%	6.1%	7.6%	0.0%	-3.1%
COc1cccc(-c2nc(N3CCCCC3C)c3ccccc3n2)c1O (stereo unspecified)	6.7%	i	10.6	50	0.8%	-0.8%	3.1%	9.4%	-0.2%	-1.8%
COc1ccc(S(=O)(=O)c2nnn(-c3cccc(OC)c3)c2N)cc1	4.3%	i	-0.8	59	29.9%	-5.3%	-13.7%	22.2%	-0.5%	17.4%
Cc1ccc(S(=O)(=O)N2CCN(C(=O)Cc3ccsc3)CC2)c(C)c1	7.3%	.	1.2	60	0.3%	5.2%	15.1%	22.3%	0.0%	-10.6%
COc1cccc(CN2CCN(C(=O)c3cccc(OC)c3)CC2)c1	28.1%	.	-0.9	79	6.4%	-6.1%	6.4%	20.3%	-0.2%	-0.6%
CCOC(=O)COn1c(=O)c(C)[n+]([O-])c2ccccc21	7.2%	i	-0.4	44	-3.3%	-0.7%	-1.9%	14.9%	0.0%	-13.0%
O=Cc1cn(CC(=O)N2CCc3ccccc32)c2ccccc12	-0.1%	i	3.2	51	-6.4%	0.0%	6.7%	5.9%	-0.2%	8.4%
CCOc1ccc(NCCC#N)cc1	30.3%	i	0.9	94	-11.0%	-4.4%	4.4%	37.4%	0.0%	-0.1%
COc1ccc(CCN2CC(C(=O)N(C)Cc3c(C)n[nH]c3C)CCC2=O)cc1 (stereo unspecified)	-0.2%	.	-0.8	69	3.5%	-2.6%	7.8%	.	0.2%	0.0%
COc1ccc(C(=O)NCc2nnc(SCC(=O)N3CCCCCC3)o2)cc1OC	5.9%	.	2.4	70	6.9%	-1.6%	2.5%	12.5%	0.3%	-9.4%
CC1CC(C)CN(C(=O)Cn2c(=O)n(CCCCC(=O)NCc3ccco3)c(=O)c3ccccc32)C1 (stereo unspecified)	10.6%	i	-0.9	68	6.9%	-7.5%	9.4%	20.7%	0.3%	7.9%
O=C(Nc1nc(-c2ccccn2)cs1)Nc1ccc(F)cc1F	11.6%	.	13.5	43	-24.0%	-5.1%	5.5%	14.3%	0.6%	-8.0%
Nc1cc(S(=O)(=O)N2CCCCC2)ccc1Oc1ccc(Cl)cc1	5.8%	i	8.2	56	-8.8%	-8.7%	16.8%	3.1%	-0.3%	-8.3%
COc1ccc(C)cc1NC(=O)c1cnc2n(c1=O)CCS2	8.2%	i	-0.2	85	1.6%	-7.2%	-1.0%	3.0%	-0.2%	-7.6%
Cc1cccc(Nc2nc(C)nc3c2oc2ccccc23)c1	.	.	10.1	78	26.2%	-2.6%	-1.7%	5.0%	-0.1%	-15.8%
COc1ccccc1CNC(=O)C1CC2Cn3c(nc4cc(C)c(C)cc43)C2N1C (stereo unspecified)	4.1%	.	2.5	110	.	-7.0%	.	10.4%	.	.
O=[N+]([O-])c1ccccc1S(=O)(=O)NCCC1=CCCCC1	2.1%	.	0.2	101	7.1%	-3.8%	8.7%	-5.5%	0.3%	27.7%	NS5 inhibitors pilot replicate=-2.4
CCOc1ccc(Cl)cc1CN1CCOCC1	5.7%	i	1.2	57	2.6%	7.0%	5.1%	11.9%	0.3%	9.7%
CC(=O)N/C(=C\c1ccccc1)C(=O)Nc1ccccc1C	6.2%	i	-1.4	75	-5.4%	-6.2%	2.5%	-2.5%	0.0%	18.5%
CC1CCN(C(=O)CCNS(=O)(=O)c2ccc3c(c2)c(=O)n(C)c(=O)n3C)CC1	5.3%	.	1.0	60	5.0%	-3.9%	7.9%	8.4%	-0.1%	-3.2%
O=C1CCC([N+](=O)[O-])C(c2ccc(Cl)c([N+](=O)[O-])c2)N1 (stereo unspecified)	2.8%	i	0.7	45	-4.5%	-8.1%	1.2%	7.0%	-0.4%	-5.3%
CN1CCN(c2ccc(NC(=O)COc3ccccc3[N+](=O)[O-])cc2)CC1	5.4%	i	0.2	55	-1.5%	-11.1%	4.1%	0.8%	-0.2%	-14.6%
CC(=O)c1cccc(NC(=O)COC(=O)c2n[nH]c3ccccc23)c1	3.6%	i	0.1	65	16.3%	-10.9%	-3.9%	6.7%	-0.2%	12.5%
O=C1c2ccccc2C(=O)N1CCc1nc2ccccc2c(=O)n1Cc1ccco1	4.3%	i	2.8	67	2.7%	2.0%	1.1%	9.8%	1.6%	3.7%
CCOC(=O)CCCNC(=O)CN1C(=O)NC(CCc2ccccc2)C1=O (stereo unspecified)	4.6%	i	-1.2	84	-3.8%	-9.6%	10.1%	19.6%	-0.2%	-1.9%
COCCC(=O)N1CCC(Oc2ccc(C(=O)N(C)CCCC3CCCC3)cc2)CC1	3.3%	.	2.6	52	30.0%	0.0%	-33.6%	0.0%	-0.1%	-5.7%
CN(Cc1nc(-c2cccnc2)no1)S(=O)(=O)c1ccccc1	2.0%	i	-0.5	55	-1.6%	-0.7%	8.2%	2.2%	-0.1%	11.0%
CC(C)Cc1nc2oc3c(N4CCN(C)CC4)ncnc3c2c2c1CCCC2	.	i	.	.	1.3%	.	8.3%	3.7%	-0.2%	-2.9%
O=C(NC1=NCCS1)c1ccc(Br)s1	-0.2%	i	-0.6	52	6.9%	-4.0%	11.1%	8.8%	-0.1%	2.6%

Sorted by molecular weight (smallest number first): part of the list above.
SMILES	MgcRacGAP inhibition	Yfh1-depleted yeast	NTR1 ag	NTR1 ag cell count 20 µM	AID2073	NS5 inhibitors	GPR55 LPI antagonism	Large T inhibition	GPR55 activation	GPR35 antagonists	others
O=C1CCC([N+](=O)[O-])C(c2ccc(Cl)c([N+](=O)[O-])c2)N1 (stereo unspecified)	2.8%	i	0.7	45	-4.5%	-8.1%	1.2%	7.0%	-0.4%	-5.3%
CN1CCN(c2ccc(NC(=O)COc3ccccc3[N+](=O)[O-])cc2)CC1	5.4%	i	0.2	55	-1.5%	-11.1%	4.1%	0.8%	-0.2%	-14.6%
COCCC(=O)N1CCC(Oc2ccc(C(=O)N(C)CCCC3CCCC3)cc2)CC1	3.3%	.	2.6	52	30.0%	0.0%	-33.6%	0.0%	-0.1%	-5.7%

(cont.)
SMILES	MgcRacGAP inhibition	Yfh1-depleted yeast	NTR1 ag	NTR1 ag cell count 20 µM	AID2073	NS5 inhibitors	GPR55 LPI antagonism	Large T inhibition	GPR55 activation	GPR35 antagonists	others
O=C(Cn1nc(C(F)F)cc1C1CC1)N1CCCC1	3.2%	.	0.4	54	10.6%	-5.0%	-2.3%	-1.6%	-0.2%	23.4%
O=C(CSc1n[nH]c(-c2ccccc2O)n1)N1CCCc2ccccc21	11.3%	i	-0.7	94	5.7%	-0.8%	18.5%	10.6%	-0.1%	1.0%
O=C(Nc1ccc(C(=O)NCc2ccc(F)cc2)cc1)C1=CSCCO1	7.0%	.	-2.0	55	7.2%	-4.5%	10.2%	7.9%	0.1%	5.5%
C/C(=N\NC(=O)c1ccncc1)c1ccc(NC(=O)c2ccc(Cl)cc2)cc1	9.4%	.	1.2	53	13.7%	0.3%	-2.1%	4.0%	-0.1%	-4.1%
CCCn1c(C(O)c2cc(OC)ccc2OC)nc2ccccc21 (stereo unspecified)	-2.8%	.	1.0	51	-0.2%	-2.9%	5.1%	5.2%	0.2%	-6.0%
Cc1ccc(N2CCN(c3ccc(C)cc3)C(CC(=O)O)C2=O)cc1 (stereo unspecified)	-5.3%	i	0.5	95	-5.1%	16.2%	10.5%	11.0%	-0.3%	-6.8%
COc1ccc(-n2c(-c3ccc(Br)cc3)c[n+]3c2CCC3)cc1	6.1%	i	1.5	73	-2.1%	0.0%	-2.8%	25.7%	0.1%	-4.3%
C=CCn1c(COc2cccc3ccc(C)nc23)nnc1SCC(N)=O	2.1%	i	-1.8	56	4.6%	-1.6%	-6.3%	17.2%	-0.3%	9.1%
CCOC(=O)N1CCN(C(=O)c2ccc(S(=O)(=O)NCc3ccco3)cc2)CC1	-10.1%	i	-0.2	70	12.1%	-4.5%	-12.7%	0.0%	-0.5%	10.3%
O=C(O)c1cc(Cl)c(Cl)cc1C(=O)Nc1cccc2ncccc12	4.8%	i	-0.4	43	37.0%	8.7%	-0.9%	?	0.2%	0.5%
O=C(OC1CCCCC1)c1ccc2c(c1)C1C=CCC1C(C(=O)O)N2 (stereo unspecified)	.	.	.	.	74.8%*	.	12.7%	33.8%	0.1%	5.8%

Source: PubChem
